# TAG inh – reduces triacylglycerol accumulation in H9c2 cells. Nile Red lipid (TAG) fluorescence; cells loaded with 200 µM oleic acid. 230,000 tested, 0.66% active. AID 651582. inhibition, % at 12.5 µM;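 active means pattern-corrected inhibition of lipid staining of at least 50% with the nuclear-stain viability signal not falling by more than 50%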;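 further: 0% = DMSO wells and 100% = triacsin C control wells; some results filed as inactive read as strong as hits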
# TAG inh DAPI viability – further read-out of TAG inh, marked with its call; DAPI nuclei signal change (viability), lower = more cytotoxic, %;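 whole-well DAPI fluorescence read on a plate reader as a viability signal; minus 50 percent equals half of cells still viable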
# Starred values were filed as active, the others as inactive. These rows are one share of the data (hit frequency here may not be typical).
SMILES,TAG inh,TAG inh DAPI viability
CC1Cc2ccccc2N1C(=O)CCn1c(=O)sc2ccccc21 (stereo not drawn),-5,-6
O=C(NCCCN1CCN(c2ccccc2F)CC1)C1CCCN(S(=O)(=O)c2cnc[nH]2)C1 (stereo not drawn),3,1
COc1cccc(CC(=O)OCC(=O)NC2CCCC2)c1,-14,1
CN(CC(=O)Nc1ccc(F)c(F)c1F)C(=O)c1ccc(-n2cncn2)c([N+](=O)[O-])c1,0,6
CC(C)(C)c1csc(NC(=O)c2cccs2)n1,73*,-22*
O=C(Nc1ccc(N2CCOCC2)nc1N1CCOCC1)c1cccc(C(F)(F)F)c1,11,5
COc1ccc(-c2nnn(CC(=O)N(Cc3ccccc3Cl)C(C(=O)NCC3CCCO3)c3ccco3)n2)cc1OC (stereo not drawn),20,-6
COc1cc(NC(=O)c2ccccc2F)ccc1NC(=O)c1ccccc1Cl,-2,-5
Cc1ccccc1-c1ccc(/C=C2/SC(N3CCOCC3)=NC2=O)o1,10,1
COc1cc2sc3ccc(C#Cc4ccccn4)cc3c(=O)c2cc1OC,35,21
COc1ccc(NC(=S)Nc2cccc(Cl)c2)cc1OC,-26,-3
COC(=O)[C@H]1C[C@H](OC(=O)Nc2cccs2)[C@@]2(O)CN(S(=O)(=O)c3ccc(C)cc3)CC2[C@H]1C(=O)OC (stereo partly drawn),9,-14
Cn1c(=O)c2c(=O)cc(N)[nH]c2n(C)c1=O,14,-11
CCOC(=O)C(=CNc1ccc(C(F)(F)F)cc1Cl)C(=O)OCC,-2,-4
Cc1nc(Nc2ccc(F)cc2)nc(Nc2ccc(F)cc2)c1[N+](=O)[O-],34,1

# Profiles from above:
# Cn1c(=O)c2c(=O)cc(N)[nH]c2n(C)c1=O across the screens: TAG inh: 14; TAG inh DAPI viability: -11
# COc1cc2sc3ccc(C#Cc4ccccn4)cc3c(=O)c2cc1OC across the screens: TAG inh: 35; TAG inh DAPI viability: 21

# (continued)
SMILES,TAG inh,TAG inh DAPI viability
CCCCN(C)C(=O)Cn1cnc2sc(C)cc2c1=O,4,-8
Cc1cc(NC(=O)CN2C(=O)/C(=C/c3ccc(C(C)C)cc3)SC2=S)no1,7,3
Cc1cccc(NS(=O)(=O)c2ccc(C)c(C(=O)NCCCN3CCOCC3)c2)c1,-5,-1
COc1cc(C(C(=O)NC2CCCCC2)N(Cc2ccco2)C(=O)c2cnccn2)cc(OC)c1OC (stereo not drawn),7,-11
O=[N+]([O-])c1ccc2ncnc(N3CCN(Cc4ccc5c(c4)OCO5)CC3)c2c1,-8,-1
COc1ccc(S(=O)(=O)N2CCCC(C(F)(F)F)C2)cc1 (stereo not drawn),-7,1
CCOc1ccc(-n2c(SCC(=O)Nc3ccc4c(c3)OCCO4)nc3c(c2=O)SCC3)cc1,37,-2
COc1ccc(C(=O)Nc2ccc(N3CCOCC3)cc2)cc1S(=O)(=O)N1CCCC1,3,1
CCc1cc(C(=O)OC)c(NC(=O)c2ccoc2C)s1,-12,-1
O=c1[nH]c(CN2CCN(c3ccc(O)cc3)CC2)nc2scc(-c3ccc(Cl)cc3)c12,36,-25
NNC(=O)c1ccc(COc2ccc3ccccc3c2)cc1,-1,7
CCCCOc1ccc(C(=O)OCC(=O)Nc2cc(C)on2)cc1,8,-7
COc1cccc(OC)c1C(=O)NC(=S)NCc1cccnc1,4,3
Cc1ccc(-n2ncc3c2CC(C)(C)CC3NC(=O)CCN2CCCCC2=O)cc1 (stereo not drawn),3,0
CC1=CC2=NC(=O)/C(=C/c3cccn3Cc3ccccc3)C(=N)N2O1,9,-12
COc1ccc(C)cc1NC(=O)N1CCC(CO)(CC2CCCCO2)CC1 (stereo not drawn),-6,1
CCOc1ccc(CCNC(=O)COC(=O)c2cc([N+](=O)[O-])ccc2N2CCOCC2)cc1OCC,21,-2
O=C(C[n+]1ccc(/C=N/O)cc1)N(Cc1ccccc1)Cc1ccccc1,-4,5
CC1CCCN(S(=O)(=O)CCNC(=O)c2ccc3c(c2)OCO3)C1 (stereo not drawn),5,-2
O=C(NCC(=O)N(CCc1ccccc1)C(C(=O)NC1CCCC1)c1cccnc1)c1ccco1 (stereo not drawn),-20,-5
Cc1cc(C(=O)CCl)c(C)n1CC1COc2ccccc2O1 (stereo not drawn),40,-21
CN(C)c1ccc(/C=C/c2ccncc2)cc1,-70,13
COc1ccc(C(C)(C)NC(=O)C2CCC(=O)N(C3CCCC3)C2)cc1OC (stereo not drawn),7,-8
COc1ccc(N2C(=O)CC(Sc3nc4ccccc4s3)C2=O)cc1 (stereo not drawn),-3,10
O=S(=O)(c1cccs1)N1CCN(CCc2ccccc2)CC1,7,3
Nc1c(C(=O)CSc2nnc(N3CCOCC3)n2-c2cccc(F)c2)c(=O)[nH]c(=O)n1C1CC1,13,-6
COC(=O)CCCC1=CC2=C(c3ccccc3)C(=O)C(C)(OC(=O)C3CCCC3)C(=O)C2=CN1CCc1ccccn1 (stereo not drawn),-1,-7
COc1ccc(S(=O)(=O)N2CCC(C(=O)NCc3cccc(OC)c3)CC2)cc1,7,-6
CN(C)Cc1cc(C(C)(C)C)cc(N2CCOCC2)c1O,3,-10
CCN(C(=O)CSc1nnnn1C)C1CCS(=O)(=O)C1 (stereo not drawn),-13,-5
CCOc1ncccc1C(=O)NCc1ccccc1Cl,-15,9
O=C(COC(=O)c1cccc(C(=O)OCC(=O)NC2CC2)n1)NC1CC1,-29,6
Cc1csc(NC(=O)CSc2nnc(-c3ccoc3C)n2CCc2ccccc2)n1,13,-13
COc1ccc(C(=O)NN/C(C)=C/C(=O)C(F)(F)C(F)(F)C(F)(F)F)cc1,3,3
COc1ccc(/C=N/NS(=O)(=O)c2ccc(NC(C)=O)cc2)cc1,9,-10
O=C(Cc1cccs1)Nc1ccc(Cl)c(S(=O)(=O)N2CCOCC2)c1,-30,-4
Cc1sc(NC(=O)CN(Cc2ccccc2)C(=O)C(C)C)c(C(N)=O)c1C,-13,-3
COCCCn1c(=S)[nH]c2ncccc2c1=O,-3,0
COc1ccc(CC(N)c2csc(NC(=O)Cc3ccccc3)n2)cc1 (stereo not drawn),21,-11
COC(=O)c1c(NC(=O)c2ccc(C)cc2)sc(Cc2ccccc2)c1C,-85,52
OC(CNCCc1ccc(Cl)cc1)COc1ccc2ccccc2c1 (stereo not drawn),2,14
COc1ccc(CC(=O)N/N=C/C=C/c2ccc3c(c2)OCO3)cc1OC,-14,-9
O=C(Cc1csc(NC(=O)c2ccc(F)cc2)n1)NO,0,-5
O=C(NCc1ccc2c(c1)OCO2)C1CC(=O)N(CCc2ccc(Cl)cc2)C1 (stereo not drawn),9,0
O=C(O)c1ccccc1Sc1c([N+](=O)[O-])cc(C(F)(F)F)cc1[N+](=O)[O-],-5,2
FC(c1nc2ccccc2[nH]1)C(F)(F)F (stereo not drawn),-5,0
CN(C)c1ccc(C2N(C(=O)N3CCOCC3)CCN2S(=O)(=O)c2ccccc2)cc1 (stereo not drawn),2,-1
C=CCSc1ccccc1C(=O)Nc1ncn[nH]1,-4,2
COc1ccc(-c2ccc(CN3C(C)C(=O)N(Cc4cn(CC5CCCCC5)nn4)CCS3(=O)=O)cc2)cc1 (stereo not drawn),-5,-8
CCNC(=O)C(=O)Nc1ccc2c(c1)N(S(=O)(=O)c1cccs1)CCC2,-5,-5
NC(=O)CC(NC(=O)c1ccc(Br)cc1)c1ccc(N2CCC(Cc3ccccc3)CC2)c([N+](=O)[O-])c1 (stereo not drawn),6,-8
O=C(O)C1CCN(c2ccccc2[N+](=O)[O-])CC1,-7,7
CC(Oc1ccc2c(-c3ccccc3)cc(=O)oc2c1)C(=O)N1CCOCC1 (stereo not drawn),-1,3
O=S(=O)(c1ccc(Br)cc1)N1CCN(Cc2ccco2)CC1,1,-5
Cc1cc(F)ccc1C(O)c1ncc(-c2cccc(OCc3ccccc3)c2)[nH]1 (stereo not drawn),1,6
Cc1ccc(CN2CCS(=O)(=O)CC2)o1,-6,0
COc1ccc(CCNC(=O)C(=O)NCC2CCNCC2)cc1OC,4,-3
COC(=O)c1cc(NC(=S)Nc2cc(Cl)cc(Cl)c2)cc(C(=O)OC)c1,-29,1
CCOC(=O)N1CCN(C(=O)c2ccc(N(C)S(C)(=O)=O)cc2)CC1,-15,-6
CN(Cc1cccs1)CC(O)COCc1ccco1 (stereo not drawn),-1,-1
# Next records
SMILES,TAG inh,TAG inh DAPI viability
COc1ccc(CC(=O)O/N=C(\N)c2ccc(OC)cc2)cc1,-18,11
Cc1cccc(NC(=O)C2CC(=O)n3ncnc3N2)c1 (stereo not drawn),-1,7
O=C(COc1ccc(F)cc1)Nc1cc(S(=O)(=O)N2CCCCC2)ccc1N1CCCCC1,24,-13
CN(CC(=O)Nc1ccccc1C(=O)NC1CC1)Cc1cccs1,-7,8
CCC(C)(C(=O)Nc1c(C)cccc1C)N(C)C(=O)c1ccc2ccccc2n1 (stereo not drawn),-3,7
c1ccc(-n2c3ccccc3c3ccccc32)cc1,27,-33
C=CCn1c(C)cc(C(=O)Cn2c(C(C)O)nc3ccccc32)c1C (stereo not drawn),-21,12
O=c1oc(Cl)c(Cl)c2ccccc12,-5,-5
COc1ccc(N(C)S(=O)(=O)c2cccc(C(=O)OCC(=O)N3CC(C)CC(C)C3)c2)cc1 (stereo not drawn),-7,3
COc1ccc(OCC(=O)Nc2ccc(S(=O)(=O)N3CCOCC3)cc2)cc1,-16,-4
CCCNCc1cc(OCC)c(OCC(=O)Nc2ccccc2)cc1Br,-19,15
O=S(=O)(c1ccc(C2CCCCC2)cc1)N1CCCC1,-4,11
Cc1ccccc1N1CC(C(=O)Nc2ccncc2)CC1=O (stereo not drawn),3,14
O=C(c1cc(S(=O)(=O)N2CCOCC2)ccc1F)N1CCc2ccccc21,-4,-5
Cc1noc(C)c1COC(=O)CCc1ccc(S(=O)(=O)N2CCCCC2)cc1,5,-3
COc1ccc(C(=O)OCC(=O)NCC2CCCO2)cc1S(=O)(=O)N1CCCc2ccccc21 (stereo not drawn),-3,-4
COc1ccc(CC(N)c2csc(Nc3cnccn3)n2)cc1 (stereo not drawn),12,-4
CC(C)(C)N(Cc1cc2ccccc2[nH]c1=O)C(=O)c1cccc([N+](=O)[O-])c1,-5,-7
O=[N+]([O-])c1cccc(-c2nnc(CNC3CC3)o2)c1,-7,1
C=CCn1c(SCC(=O)NCc2ccco2)nnc1C1CCCCC1,2,-6
Cc1cc(C)c2cc(CN(CCN(C)C)C(=O)Nc3ccccc3Cl)c(=O)[nH]c2c1,16,11
Clc1ccc(N2CCOCC2)nn1,6,1
C=CCN(CC=C)Cc1nc(N)nc(Nc2ccccc2C)n1,-164,9
CC1CCC(NC(=O)c2cccc(S(=O)(=O)NCc3ccccc3)c2)CC1 (stereo not drawn),17,-7
O=C(NCCCN1CCOCC1)C(=O)N/N=C/c1ccccc1Cl,6,8
O=C(CCC1CCCN(C(=O)c2ccsc2)C1)NCc1ccc(F)c(F)c1 (stereo not drawn),3,-4
Cc1cc(N2CCC(C(=O)NCC3CC3)CC2)nc(-c2ccccc2)n1,24,-1
CC(C)[C@H](NC(=O)C1(c2ccccc2)CCN(C(=O)OC(C)(C)C)CC1)C(=O)O,22,-42
Cc1cccc(N=c2oc3cc(O)ccc3cc2C(N)=O)c1,-8,16
S=c1nc(-c2cccc(Cl)c2)[nH][nH]1,-9,-4
C=CCc1cccc(/C=N/c2ncn[nH]2)c1O,-6,6
CC(Cn1nnc2ccccc21)C(=O)O (stereo not drawn),12,-6
Cc1ccc(C)c(C(O)c2ncc(-c3ccc(F)cc3)[nH]2)c1 (stereo not drawn),0,-2
CN(C)CCNC(=S)Nc1ccccc1C(C)(C)C,10,1
O=c1[nH]n2c(C(F)(F)F)cc(C3CC3)nc2c1N=Nc1ccccc1,-2,3
N#CCCN(C(=S)NC(=O)c1ccco1)c1ccccc1F,1,4
CCCS(=O)(=O)NC(=O)C1(C)CCN(C(=O)c2c(F)ccc(C)c2F)C1 (stereo not drawn),-4,1
CC(C)(C)c1ccccc1NC(=O)Cn1c(=O)cnc2ccccc21,-10,9
COc1cc(C)nc(Oc2ccc(=O)n(C)n2)n1,2,-2
O=C(COc1cc(F)ccc1[N+](=O)[O-])Nc1ccc2c(c1)OCO2,-3,7
O=C(Nc1ccccc1N1CCOCC1)c1ccccc1NS(=O)(=O)c1ccc(F)cc1,-6,-2
Cc1c(OCc2nn[nH]n2)ccc2c(-c3ccccc3)cc(=O)oc12,14,-2

# Filtered by structure, those above containing a Cl atom.
SMILES,TAG inh,TAG inh DAPI viability
COc1ccc(-c2nnn(CC(=O)N(Cc3ccccc3Cl)C(C(=O)NCC3CCCO3)c3ccco3)n2)cc1OC (stereo not drawn),20,-6
COc1cc(NC(=O)c2ccccc2F)ccc1NC(=O)c1ccccc1Cl,-2,-5
COc1ccc(NC(=S)Nc2cccc(Cl)c2)cc1OC,-26,-3
CCOC(=O)C(=CNc1ccc(C(F)(F)F)cc1Cl)C(=O)OCC,-2,-4
O=c1[nH]c(CN2CCN(c3ccc(O)cc3)CC2)nc2scc(-c3ccc(Cl)cc3)c12,36,-25
Cc1cc(C(=O)CCl)c(C)n1CC1COc2ccccc2O1 (stereo not drawn),40,-21
CCOc1ncccc1C(=O)NCc1ccccc1Cl,-15,9
O=C(Cc1cccs1)Nc1ccc(Cl)c(S(=O)(=O)N2CCOCC2)c1,-30,-4
OC(CNCCc1ccc(Cl)cc1)COc1ccc2ccccc2c1 (stereo not drawn),2,14
O=C(NCc1ccc2c(c1)OCO2)C1CC(=O)N(CCc2ccc(Cl)cc2)C1 (stereo not drawn),9,0
COC(=O)c1cc(NC(=S)Nc2cc(Cl)cc(Cl)c2)cc(C(=O)OC)c1,-29,1
O=c1oc(Cl)c(Cl)c2ccccc12,-5,-5
Cc1cc(C)c2cc(CN(CCN(C)C)C(=O)Nc3ccccc3Cl)c(=O)[nH]c2c1,16,11
Clc1ccc(N2CCOCC2)nn1,6,1
O=C(NCCCN1CCOCC1)C(=O)N/N=C/c1ccccc1Cl,6,8
S=c1nc(-c2cccc(Cl)c2)[nH][nH]1,-9,-4

# From PubChem BioAssay
